# RBBP9 inhibitor – blocks human serine hydrolase RBBP9; recombinant RBBP9, FP-Rh probe fluorescence polarization; inhibition, % at 7.94 µM; hit rate 0.2% among 220,000;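 active = inhibition above the campaign mean of all tested compounds plus 3 SD, cut at about 14% in these data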;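 also: plate controls were DMSO wells with RBBP9 for no effect and wells lacking RBBP9 protein for full effect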
# Target sequence (O75884 whole entry, looked up): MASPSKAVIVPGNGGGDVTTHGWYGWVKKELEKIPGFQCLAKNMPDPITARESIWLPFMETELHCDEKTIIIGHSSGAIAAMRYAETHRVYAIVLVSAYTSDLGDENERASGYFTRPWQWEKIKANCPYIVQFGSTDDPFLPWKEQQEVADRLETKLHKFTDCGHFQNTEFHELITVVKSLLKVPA
#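 Measured by: FP readout at 525/598 nm; material: recombinant human RBBP9; also added: Serine-hydrolase probe FP-Rh, 375 nM pre-mixing; medium: Tris buffer pH 8.0, NaCl, Pluronic; replication: one well per compound; doses: one concentration, 7.94 µM nominal, 0.794% DMSO; timing: preincubation 30 min plus labeling 45 min at 25 °C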
# BaF3 tox – counter-screen for JAK2V617F inhibitors: parental Ba/F3 viability inhibitors. CellTiter-Glo ATP luminescence. inhibition, % at 5.6 µM. hit rate 1.1% among 220,000;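 active = inhibition above a per-campaign cutoff, the mean inhibition of all tested compounds plus 3 SD, cut at about 27% in these data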;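 also: 0% = DMSO wells and 100% = JAK Inhibitor I control wells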
# S1P4 antag – blocks the human S1P4 receptor. O95977. S1P4-expressing cells, antagonist mode, reporter read-out. inhibition, % at 4.98 µM. hit rate 0.26% among 220,000; in the data active = inhibition above about 29%;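 also: 0% = wells stimulated with agonist and 100% = vehicle wells without agonist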
# Runt-CBFb FRET – blocks binding of human RUNX1 Runt domain to CBFb. Q01196+Q13951. Cerulean-Runt/Venus-CBFb FRET ratio 530/480, 1 h. inhibition, % at 20 µM. hit rate 0.46% among 220,000. AID 1496;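 active = inhibition over about 50% at 20 µM in the single-dose screen, limit read from the data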;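 also: 0% = DMSO wells and 100% = excess unlabeled CBFb competitor control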
#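 test system = Cerulean-Runt domain fusion protein, energy donor | probe or stimulus = Venus-CBFb binding partner, 100 nM | incubation = two 1 h room-temperature incubations shielded from light | detection = fluorescence energy transfer, 422 nm excitation, 530/480 nm emission | measure = loss of energy transfer signal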
# NPY1 pot ag – potentiators or agonists of human neuropeptide Y receptor Y1; NPY-Y1 expressing cells, potentiator/agonist activation; activation, % at 3.6 µM; hit rate 0.37% among 220,000; AID 1304; in the data active = activation above about 33%, passing the limit was not always enough;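 also: cells stimulated with NPY at EC10 then isoproterenol at EC100; 0% = low agonist plus stimulus and 100% = saturating agonist plus stimulus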
# Target sequence (P25929 whole entry, looked up): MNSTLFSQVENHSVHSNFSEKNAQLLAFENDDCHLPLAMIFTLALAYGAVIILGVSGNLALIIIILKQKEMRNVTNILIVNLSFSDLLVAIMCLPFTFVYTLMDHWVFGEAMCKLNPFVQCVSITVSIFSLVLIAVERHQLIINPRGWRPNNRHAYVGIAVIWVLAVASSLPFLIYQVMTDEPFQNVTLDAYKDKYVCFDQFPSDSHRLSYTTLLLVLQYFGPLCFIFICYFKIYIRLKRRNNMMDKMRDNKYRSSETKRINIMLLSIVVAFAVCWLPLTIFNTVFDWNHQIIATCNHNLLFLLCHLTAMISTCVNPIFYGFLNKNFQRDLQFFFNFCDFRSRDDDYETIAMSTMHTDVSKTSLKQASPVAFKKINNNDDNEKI
# S1P4 agonist – agonists of human S1P4 receptor; activation, % at 4.98 µM; AID 1509; hit rate 0.35% among 220,000; O95977; S1P4-expressing cell line, agonist reporter assay; in the data active = activation above about 11%;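 also: 0% = DMSO vehicle and 100% = reference agonist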
# Ba/F3 V617F tox – reduce viability of Ba/F3 cells dependent on JAK2V617F; inhibition, % at 5.6 µM; AID 1446; hit rate 1.1% among 220,000; Ba/F3 EpoR-JAK2V617F viability, ATP luminescence;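 active = inhibition above the campaign mean plus 3 SD over all tested compounds, cut at about 24% in these data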;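 also: cytokine-independent growth of Ba/F3 cells driven by EpoR plus mutant JAK2; 0% = DMSO-treated cells and 100% = JAK inhibitor I control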
# NPY-Y1 antag – blocks the human neuropeptide Y Y1 receptor; P25929; HEK293-CNG Y1 cells, membrane potential fluorescence; NPY at EC95, then isoproterenol; inhibition, % at 3.6 µM; hit rate 1% among 200,000;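 active = inhibition above the campaign mean inhibition of all tested compounds plus 3 SD, cut at about 20% in these data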;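 also: 0% = DMSO wells given NPY plus isoproterenol and 100% = isoproterenol alone without NPY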
#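 Material: HEK293 cells with Y1 receptor plus CNG channel; times: compound incubation 1 h at room temperature, readout 45 min post-stimulation; signal: fluorescence, membrane potential probe; read-out basis: fluorescence ratio normalized to % inhibition between controls; benchmarks: full-block control isoproterenol-only wells, zero-block control NPY plus isoproterenol wells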
# NPY-Y2 PAM-ag – potentiators or agonists of human neuropeptide Y receptor Y2; AID 1359; activation, % at 3.6 µM; hit rate 0.45% among 220,000; P49146; cells expressing NPY-Y2, potentiator/agonist read-out; in the data active = activation above about 27%;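 also: cells stimulated with NPY near EC25 plus isoproterenol at EC100; 0% = vehicle plus submaximal agonist and 100% = vehicle plus saturating agonist; some results beyond the cut were filed as inactive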
# Target sequence (P49146 whole entry, looked up): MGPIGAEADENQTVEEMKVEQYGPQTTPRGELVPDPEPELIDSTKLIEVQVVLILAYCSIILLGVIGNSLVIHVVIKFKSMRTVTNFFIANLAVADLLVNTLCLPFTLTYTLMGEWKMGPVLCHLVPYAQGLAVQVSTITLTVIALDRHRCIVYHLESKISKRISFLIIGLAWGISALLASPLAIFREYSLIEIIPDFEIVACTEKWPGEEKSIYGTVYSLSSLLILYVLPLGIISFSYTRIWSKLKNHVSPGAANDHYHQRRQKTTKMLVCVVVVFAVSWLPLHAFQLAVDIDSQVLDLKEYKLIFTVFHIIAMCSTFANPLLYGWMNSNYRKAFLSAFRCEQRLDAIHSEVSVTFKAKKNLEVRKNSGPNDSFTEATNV
# * hit, by the source's call; · = not tested or not shown.
SMILES,RBBP9 inhibitor,BaF3 tox,S1P4 antag,Runt-CBFb FRET,NPY1 pot ag,S1P4 agonist,Ba/F3 V617F tox,NPY-Y1 antag,NPY-Y2 PAM-ag
COc1cc2c3c(c1OC)C1(C=CC(=NNC(N)=O)C=C1)CC3N(C(C)=O)CC2 (configuration not stated),-2.1,1.4,-27.8,-0.2,-10.8,0.3,-4.6,4.9,14.2
Cc1ccc(-n2c(=O)[nH]c3ncccc3c2=O)cc1,-7.3,6.3,-3.4,3.1,11.3,-0.5,1.8,-1.6,-6.8
Cc1ccc(C(=O)N/C(=C/c2ccc(Cl)cc2)C(=O)NCC2CCCO2)cc1 (configuration not stated),-6.6,4.3,-19.0,3.5,-26.1,0.5,0.5,-5.6,4.6
N#Cc1c(N)nc(SC2CCCCC2=O)c(C#N)c1-c1ccco1 (configuration not stated),1.8,4.8,-11.3,·,3.4,1.2,-0.2,-3.0,-0.9
O=Nc1c(O)n(Cc2ccc(Cl)c(Cl)c2)c2ccccc12,-43.1,8.1,0.4,-2.9,-11.8,0.1,2.3,0.2,-26.4
Cn1nc(/C=C/c2ccccc2)ccc1=O,-1.1,6.2,-11.2,1.3,9.7,2.0,-0.7,-0.9,-0.3
Cc1n[nH]c(C)c1CCC(=O)N/N=C/c1c(C)[nH]c2ccccc12,-6.9,-4.0,-2.4,-0.8,-0.5,0.7,-1.1,·,6.0
CC(CC(=O)Nc1cc(C(F)(F)F)ccc1Cl)c1ccccc1 (configuration not stated),-5.8,5.2,-17.2,1.3,-18.6,-0.4,1.1,11.9,-16.8
COc1ccc(-n2cccc2/C=C2/NC(=O)N(c3cccc(Cl)c3)C2=O)cc1,-6.4,10.5,-18.5,11.5,-11.3,1.8,0.4,0.1,-5.4
Cc1ccc(-c2nnn(CC(=O)N(CC3CCCO3)C(C(=O)NC(C)(C)C)c3ccc(F)cc3)n2)o1 (configuration not stated),-4.6,3.6,0.9,-1.7,-22.4,2.9,2.8,3.9,-6.2
O=c1c(Cl)c(N/N=C/c2ccc(Br)cc2)cnn1-c1ccccc1,-10.7,-0.5,4.5,-1.7,-19.6,0.5,-0.9,-3.4,-4.9
O=C(COc1ccc(Cl)cc1)NCc1nnc(SCC(=O)N2CCCC2)o1,-6.6,1.2,3.5,-0.4,2.5,0.6,0.0,-1.1,2.0
Fc1ccc(C(Nc2ccccn2)c2c[nH]c3ccccc23)cc1 (configuration not stated),-8.2,3.9,-26.5,4.7,22.0,1.8,-3.7,-2.4,10.2
CCN(CC)C(=S)NCCc1ccccc1,-4.8,5.1,-14.9,·,11.9,0.2,-1.1,5.3,0.6
Cc1ccc(S(=O)(=O)N2CCN(C(=O)CN3CCN(C)CC3)C2)cc1,-4.8,3.2,2.6,-2.1,17.5,0.0,-1.8,1.6,13.0
COc1cccc(C2NC(=O)NC(C)=C2C(=O)Nc2ccccc2C)c1 (configuration not stated),-5.9,-0.6,-3.6,-0.8,15.1,3.1,-6.7,-1.1,8.6
COc1cc(NC(=O)c2cccs2)c(C(=O)OCC(=O)c2cc(C)n(-c3ccc(F)cc3)c2C)cc1OC,-0.5,2.8,-5.9,-2.4,7.9,0.7,-2.2,-0.7,9.9
Cc1cccc(N(CC(=O)NC2CCCCC2)C(=O)c2c(C)noc2C)c1,4.2,3.5,-0.8,3.4,-4.1,1.0,-1.9,18.3,-3.3
Cc1ccc(-c2nnc(N3CCCCC3)c3ccccc23)cc1S(=O)(=O)N1CCN(C)CC1,1.4,10.0,-17.0,-5.5,-50.2,3.3,1.5,5.7,-9.4
CC(=O)Nc1cccc2c1C(=O)N(c1ccccc1C)C2=O,-1.7,-2.6,6.9,-1.2,2.8,0.7,-0.4,0.6,8.3

# Results in S1P4 antag (five entries from above):
mol | S1P4 antag
CC(CC(=O)Nc1cc(C(F)(F)F)ccc1Cl)c1ccccc1 (configuration not stated) | -17.2
Cc1ccc(-c2nnn(CC(=O)N(CC3CCCO3)C(C(=O)NC(C)(C)C)c3ccc(F)cc3)n2)o1 (configuration not stated) | 0.9
Cc1ccc(-c2nnc(N3CCCCC3)c3ccccc23)cc1S(=O)(=O)N1CCN(C)CC1 | -17.0
O=C(COc1ccc(Cl)cc1)NCc1nnc(SCC(=O)N2CCCC2)o1 | 3.5
Cc1ccc(-n2c(=O)[nH]c3ncccc3c2=O)cc1 | -3.4

# The results go on.
SMILES,RBBP9 inhibitor,BaF3 tox,S1P4 antag,Runt-CBFb FRET,NPY1 pot ag,S1P4 agonist,Ba/F3 V617F tox,NPY-Y1 antag,NPY-Y2 PAM-ag
CCN1C(=O)CC(N2CCN(CC(=O)NC(C)C)CC2)C1=O (configuration not stated),-9.2,7.9,-26.6,0.9,-1.7,0.7,1.5,-0.9,11.0
CC(C)[C@H](NC(=O)Nc1cccc(Br)c1)C(=O)O,-2.7,6.2,-7.4,-1.5,-15.7,0.5,1.8,-2.0,-3.1
Clc1ccc(N/N=C/c2cccs2)nn1,1.9,9.8,-1.4,31.4,-8.3,0.3,4.4,-1.7,5.7
Cc1cc(C)c2c(-n3cccc3)c(NC(=O)OCc3ccccc3)sc2n1,-2.3,1.3,-1.6,-5.6,-105.2,2.5,5.8,36.9*,-76.6
CC(=O)Nc1ccc(S(=O)(=O)N2CCC(c3nc4ccc(C)cc4[nH]3)CC2)cc1,-7.7,3.0,-3.1,-1.3,-10.6,0.2,0.2,8.6,-5.4
CC1CCN(C(C)C(=O)Nc2ccccc2-c2ccccc2)CC1 (configuration not stated),-1.0,-1.7,-9.8,·,-16.8,-0.5,-1.0,18.5,-20.8
CCc1c(C)nc2c(C#N)c[nH]n2c1=O,-10.7,1.4,-5.6,-0.2,-6.9,4.5,-2.8,-5.7,9.0
NS(=O)(=O)c1ccc(N/N=C/c2ccc(O)cc2O)c([N+](=O)[O-])c1,2.2,-1.2,-1.5,-0.6,14.0,0.3,1.0,·,5.4
CC(C)CCn1c(=O)[nH]c2ccccc21,-5.1,0.4,-2.9,3.6,7.9,-0.1,0.7,·,-6.3
O=C(Nc1cccnc1)C1CCCN(S(=O)(=O)c2ccccc2)C1 (configuration not stated),4.0,-1.5,-2.2,3.5,-4.3,-1.3,-4.3,-1.4,1.4
COCCn1c(=O)[nH]c2cc(C(=O)NCCc3ccc(S(N)(=O)=O)cc3)ccc2c1=O,-9.8,6.9,2.7,-1.6,-22.5,1.8,2.2,1.5,2.0
O=C(CSc1nnc(-c2ccccc2)c(-c2ccccc2)n1)Nc1ccc(Br)cn1,1.5,5.8,21.0,1.7,12.3,0.2,-0.5,1.7,4.4
COC(=O)Nc1nc2c(s1)CCCC2,-9.0,3.0,-26.0,0.3,-13.2,1.1,-1.5,-2.0,-0.8
CCCCOC(=O)Nc1nccs1,-5.8,1.0,-15.1,-0.5,-2.7,1.4,0.0,0.2,-22.4
CCc1ccc(C(=O)NCc2cnn(C)c2)s1,-2.0,1.4,6.3,0.7,14.1,3.9,-1.8,3.2,1.0
CCN(CC(=O)Nc1ccc(N2CCOCC2)cc1)C(=O)COc1ccccc1OC,2.3,4.7,-4.3,-0.1,5.9,0.2,-1.9,2.3,13.2
O=C(Nc1cc(S(=O)(=O)Nc2ccccc2Cl)ccc1O)c1cc2c(s1)CCCC2,-4.5,-1.7,-26.0,-0.6,29.7,0.1,-0.2,·,8.1
COc1ccc(-n2nnnc2SCC(=O)N2C(C)CCCC2C)c(OC)c1 (configuration not stated),0.7,7.5,-15.8,-3.7,17.6,0.0,0.7,1.3,10.4
O=C(/C(=C/O)N=Nc1ccccc1)c1ccco1,-1.5,4.9,-28.2,0.4,8.7,2.2,1.7,-0.6,5.3
Cc1nc(N)c(CC(Br)CBr)c(Cl)n1 (configuration not stated),-5.0,-1.3,8.7,-0.5,2.4,-0.7,-2.6,·,-24.7
COc1cc(C(=O)NC(c2ccccc2)c2ccccc2)cc(Cl)c1OC,-8.3,4.6,-6.6,2.1,-9.6,5.4,-3.0,-0.4,2.7
C=CCc1ccc(OCC(O)CN2CCC(Cc3ccccc3)CC2)c(OC)c1 (configuration not stated),3.0,8.8,-5.5,0.8,-57.0,1.7,1.5,11.3,-5.5
c1cncc(-c2nn3c(Cn4nnc5ccccc54)nnc3s2)c1,-6.6,1.7,4.1,10.1,-28.0,-1.0,-1.4,1.8,-13.3
O=C(CN1CC(=O)Oc2ccccc21)OCC(=O)c1cccc(Br)c1,2.8,-1.0,6.5,4.5,-0.9,-0.1,-1.6,8.2,-10.6
O=C(Nc1ccc(S(=O)(=O)N2CCCC2)cc1Cl)C1=COCCO1,-8.4,3.3,9.4,0.2,-1.1,-0.1,-1.2,1.9,3.0
CCc1cc(C(=O)N=Nc2c(O)[nH]c3c(Br)cc(Br)cc23)c2ccccc2n1,-4.4,0.4,-22.7,-1.4,-5.2,0.4,-5.1,-6.9,2.6
CCN(CC)C(=O)C1CCCN(Cc2ccccc2F)C1 (configuration not stated),-4.0,2.9,-14.8,-0.1,8.1,0.9,-3.4,7.5,6.5
CCCc1c(O)nc(SC2CC(=O)N(c3ccc(OC)cc3)C2=O)[nH]c1=O (configuration not stated),-6.4,-5.0,0.1,0.0,4.9,0.8,0.3,·,-11.7
CCCCOC(=O)Cn1c(=O)c2c(nc(Br)n2Cc2ccccc2)n(C)c1=O,-13.4,65.7*,-7.5,-2.9,10.3,-0.9,1.6,7.1,19.5
N#C/C(=C(/O)c1ccco1)c1nc2ccccc2[nH]1,-5.3,-5.6,-2.9,1.1,-4.2,0.4,1.4,-1.3,4.7
Cc1ccc(NC(=O)CN2CCC(C(N)=O)CC2)cc1[N+](=O)[O-],28.6*,7.7,-10.7,-0.5,1.1,1.5,3.5,4.3,-2.4
CC1=C(C#N)C(=O)N(C)C(C)(C)C1,-12.9,1.9,-8.6,0.6,0.6,-2.6,1.7,1.3,-13.9
Cc1cc(C(=O)OC(C)C(=O)Nc2cccc(S(=O)(=O)N3CCOCC3)c2)c(C)o1 (configuration not stated),-2.5,3.0,-6.0,0.7,2.2,-0.5,-3.0,0.9,-0.8
O=C(CNC(=O)c1ccc(N2C(=O)c3ccccc3C2=O)cc1)OCC(=O)c1ccccc1,-8.9,7.7,-25.4,-6.3,-3.9,-0.3,1.0,6.9,7.3
Cc1c(NC(=O)c2ccc3ncccc3c2)c(=O)n(-c2ccccc2)n1C,5.1,-0.4,-13.6,-0.5,-3.1,0.1,-4.9,2.4,6.7
Cn1c(Cn2c(=O)sc3ccccc32)nnc1SCC(=O)Nc1ccc(F)cc1,2.2,4.3,3.0,2.9,-6.9,0.6,1.8,-0.1,0.0

# Compounds as they come; 3.6% or so of the library scored in one or more.
